Assay outcomes deposited in PubChem by several laboratories.
p47phox inh: p47phox/p22phox peptide binding inhibitors, primary screen, biochemical, uHTS, NADPH oxidase regulatory subunit. Neutrophil cytosol factor 1 (Homo sapiens), P14598. fluorescence polarization, 2 h. inhibition, % at 24.7 µM. actives 0.53% (n = 220,000). AID 1274, 2008;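 active means inhibition above about 30%, limit read from the data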;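 further: 0% = p47phox with labelled peptide and 100% = labelled peptide alone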
EBV gp42 inh: Epstein-Barr virus gp42 inhibitors, primary screen, biochemical, uHTS, fluorescence polarization | Fluorescence polarization binding assay, mP read-out | inhibition, % (tested at 21.74 µM) | actives 0.42% (n = 220,000) | AID 1085, 2008; in the data active means inhibition above about 50%
CHOP inh: inhibitors of CHOP promoter induction, primary screen, cell-based, unfolded protein response, luciferase reporter | CHO-K1 CHOP-promoter luciferase, tunicamycin-induced, 15-18 h | inhibition, % at 10 µM | actives 3.8% (n = 220,000) | AID 2732, 2010;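 active means compounds that reduced the stress-induced luciferase reporter signal by more than about 70% of percent inhibition, limit read from the data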;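 further: 0% = tunicamycin plus vehicle and 100% = wells without tunicamycin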
zfTRPN1 agonist: zebrafish TRPN1 channel agonists, primary screen, cell-based, HEK293, calcium fluorescence | transient receptor potential cation channel N1 (TRPN1/NompC), Danio rerio | HEK293 zebrafish TRPN1-YFP, Fluo-8 calcium fluorescence; 100% = response to 87 µM carbachol | activation, % at 3 µM | actives 0.18% (n = 220,000) | AID 1424, 2008;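 active means activation above its plate's cutoff, the mean activation of test wells on that plate plus 3 SD, cut at about 19% in these data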;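 further: 0% = DMSO alone and 100% = 87 µM carbachol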
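Material: zebrafish TRPN1-YFP in HEK293 cells; Doses: single test compound dose, 3 µM nominal, 0.3% DMSO; Timing: dye loading 1 h at 37 °C, then 30 min room temperature; Technique: intracellular calcium fluorescence with Fluo-8; Benchmarks: high carbachol 87 µM, low DMSO alone.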
MDM2 E3 inh: MDM2-luciferase reporter signal enhancers, primary screen, MDM2 E3 ligase inhibitor project, cell-based, luminescence, 1536-well; signal enhancement, % at 5 µM; actives 0.11% (n = 210,000); cell-based MDM2 ubiquitination luciferase reporter, 2 h; 0 = plate control, 100 = twice control, blank-subtracted;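 active means signal enhancement of 30% or more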;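 further: luminescence tracks abundance of the self-degrading MDM2-luciferase fusion protein; higher signal means inhibition of MDM2 E3 ligase activity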
Target sequence (Q00987 whole entry, looked up, the tested form may be a part): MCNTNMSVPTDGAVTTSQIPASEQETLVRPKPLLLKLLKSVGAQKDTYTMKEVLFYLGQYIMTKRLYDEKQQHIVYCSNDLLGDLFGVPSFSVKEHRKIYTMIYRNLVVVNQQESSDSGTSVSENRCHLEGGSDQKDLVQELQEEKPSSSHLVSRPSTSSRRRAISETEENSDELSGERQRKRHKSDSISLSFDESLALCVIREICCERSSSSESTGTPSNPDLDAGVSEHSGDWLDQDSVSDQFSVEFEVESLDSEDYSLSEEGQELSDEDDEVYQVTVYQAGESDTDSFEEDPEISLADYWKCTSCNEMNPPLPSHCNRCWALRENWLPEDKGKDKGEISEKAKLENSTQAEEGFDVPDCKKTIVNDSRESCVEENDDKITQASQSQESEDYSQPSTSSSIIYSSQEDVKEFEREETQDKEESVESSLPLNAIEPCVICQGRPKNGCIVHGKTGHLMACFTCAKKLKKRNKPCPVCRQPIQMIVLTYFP
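Timing – 2 h compound exposure at 37 °C · Assay system – mammalian cells stably expressing self-ubiquitinating, self-degrading MDM2 E3–luciferase fusion · Amount – 2000 cells seeded into each well · Measure – % luminescence enhancement versus blank-corrected plate control mean · Measured by – SteadyLite luminescence, 15 min reagent step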
Runt-SMMHC FRET: inhibitors of RUNX1 Runt–CBFb-SMMHC binding, primary screen, biochemical, FRET, Cerulean-Runt, Venus-CBFb-SMMHC, uHTS | Runt-related transcription factor 1 (Homo sapiens) + Core-binding factor subunit beta … | Cerulean-Runt/Venus-CBFb-SMMHC FRET ratio 530/480, 1 h | inhibition, % at 20 µM | actives 0.74% (n = 220,000) | AID 1434, 2008;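 active means mean inhibition across duplicate retests at 20 µM reaching about 50%, limit read from the data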;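 further: 0% = DMSO wells and 100% = wells with excess untagged CBFb-SMMHC; inhibitors lower the FRET ratio by blocking Runt binding to CBFb-SMMHC; some results filed as inactive read as strong as hits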
PPC-1+TRAIL kill: compounds killing PPC-1 cancer cells with TRAIL present, primary screen, TRAIL potentiator project, ATPLite luminescence, uHTS; PPC-1 cells + TRAIL, ATPLite viability luminescence; cell killing (% activity), % at 4 µM; actives 0.41% (n = 220,000); AID 1443, 2008;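 active means cell killing above 50% in the first pass at 4 µM, then a duplicate retest at 5 µM averaging 50% or more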;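 further: plate controls were cells with TRAIL plus DMSO for no effect and medium-only wells lacking cells for full effect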
TNF death inh: inhibitors of TNF-alpha triggered necroptosis, primary screen, cell-based, Jurkat FADD-/-, single concentration; Jurkat FADD-/- TNF necroptosis rescue, ATP luminescence, 24 h; 0 = TNF only, 100 = no-TNF cells; activation (protection from cell death), % at 10 µM; actives 0.068% (n = 220,000);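 active means activation, meaning protection from cell death, of at least 50% relative to plate controls; inactive means activation below 50%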;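 further: necroptosis triggered by 40 ng/mL TNF-alpha added together with compound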
TRPML3 agonist: human TRPML3 channel agonists, primary screen, cell-based, HEK293 TRPML3-YFP, Fluo-8 calcium fluorescence, 3 µM; 100% = the carbachol control signal; activation, % at 3 µM; actives 0.29% (n = 220,000); AID 1448, 2008;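 active means activation above its plate's cutoff, the mean activation of the plate's test wells plus 3 SD, cut at about 12% in these data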;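 further: 0% = DMSO only wells and 100% = carbachol wells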
Target sequence (Q8TDD5 whole entry, looked up): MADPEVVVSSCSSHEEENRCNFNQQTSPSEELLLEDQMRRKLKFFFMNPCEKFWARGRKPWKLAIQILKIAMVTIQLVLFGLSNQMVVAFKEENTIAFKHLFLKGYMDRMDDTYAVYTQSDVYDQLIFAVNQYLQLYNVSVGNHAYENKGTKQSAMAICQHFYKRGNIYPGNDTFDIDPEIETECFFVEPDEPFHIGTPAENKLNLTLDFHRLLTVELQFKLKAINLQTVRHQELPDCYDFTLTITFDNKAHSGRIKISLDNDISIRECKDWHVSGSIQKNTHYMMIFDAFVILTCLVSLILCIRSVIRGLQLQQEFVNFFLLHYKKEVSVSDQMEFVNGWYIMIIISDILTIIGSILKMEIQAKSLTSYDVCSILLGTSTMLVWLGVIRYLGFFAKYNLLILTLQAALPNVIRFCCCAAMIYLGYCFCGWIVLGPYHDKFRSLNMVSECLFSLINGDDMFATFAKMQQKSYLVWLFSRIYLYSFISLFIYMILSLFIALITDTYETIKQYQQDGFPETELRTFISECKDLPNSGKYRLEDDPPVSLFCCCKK
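Material: TRPML3-YFP stable HEK293 cells | Dosing: One concentration, 3 µM nominal, 0.3% DMSO | Timing: 125 s total fluorescence read per well | Technique: Fluo-8 calcium dye fluorescence, ex 470-495, em 515-575 nm | Measure: Percent activation from peak-to-basal fluorescence ratio, scaled between DMSO and carbachol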
Numbers without * were called inactive; [ ] = another dose, or the depositor's remark.

Results follow in this order: p47phox inh | EBV gp42 inh | CHOP inh | zfTRPN1 agonist | MDM2 E3 inh | Runt-SMMHC FRET | PPC-1+TRAIL kill | TNF death inh | TRPML3 agonist
COc1ccc(CC(=O)Nc2nncs2)cc1OC
    -14 | -9 | 10 | -1.1 | 24 | 83 | 6 | 0.1 | 0.2
COc1ccc(/C=C/C(=O)C(C(N)=O)=C2SCCS2)cc1
    23 | -25 | -33 | 1.1 | -5 | 4 | 12 | 2.3 | 1.1
COc1ccc(/C=C2/SC(=O)N(CCNC(=O)C3COc4ccccc4O3)C2=O)cc1 (centres undefined)
    -4 | -17 | 11 | 0.7 | -11 | -1 | 15 | 0.9 | 0.4
COc1ccc2c(c1OC)C(=O)N(c1ccc(C)c(C)c1)C2=O
    -15 | 4 | 1 | -1.5 | -2 | -10 | 24 | 0.4 | 0.1
N#C/C(C(N)=O)=C1/CCc2ccccc2N1
    -8 | 3 | 35 | -0.3 | -17 | -3 | 0 | 11 | 0.8
CCCN1C=CC(=C/C=C(\C#N)C(=O)OCC)C=C1
    -8 | -320 | -24 | 19* | -23 | -92 | 31 | 3.5 | 15*
COCCOc1cc(NC(=O)c2sccc2Oc2ccc([N+](=O)[O-])cc2F)c(Cl)cc1Cl
    -10 | 1 | 24 | -0.6 | -8 | -2 | -2 | -5.3 | -0.1
Cc1ccc2c(c1)C1CN(C)CCC1N2C(=O)c1cccc(S(=O)(=O)N(C)C)c1 (centres undefined)
    -4 | -16 | 4 | -0.8 | -93 | 1 | 12 | 0.5 | -0.8
FC(F)(F)c1cccc(Sc2nc(-c3ccccc3)nnc2C(F)(F)F)c1
    1 | -10 | 108* | 0.4 | -4 | -7 | 12 | -22 | 0.7
CC(NC(=O)Nc1cccc([N+](=O)[O-])c1)(C(F)(F)F)C(F)(F)F
    -10 | -6 | 25 | 3.9 | -5 | 0 | 10 | -5.5 | 1.3
CCN(CC)S(=O)(=O)c1cccc(NC(=O)c2cc3ccccc3o2)c1
    -24 | 11 | 20 | 2.4 | -20 | 1 | 7 | 0.6 | 0.7
CC(C)(C)c1ccc(OC(=O)c2ccc3nsnc3c2)cc1
    -11 | -12 | 26 | -1.1 | -8 | 2 | 36 | 0.9 | 0.6
COc1ccc(NC(=O)CSc2nccn2C)cc1S(N)(=O)=O
    -3 | -4 | 3 | 0.1 | -16 | 2 | 15 | -0.2 | 0.9
O=C(COc1ccc(Cl)cc1)NCc1nnc(SCC(=O)N2CCCC2)o1
    0 | -2 | 0 | -0.2 | -5 | -2 | -1 | -1.2 | 0.3
CC(=O)c1ccc(N2CCN(C(=O)/C=C/c3ccc4ccccc4n3)CC2)cc1
    -6 | 1 | 8 | 1.3 | 5 | 2 | 6 | 4.0 | 1.3
Cc1ccc(-n2c(SCc3ccc([N+](=O)[O-])cc3)nc3ccccc3c2=O)cc1
    -5 | -5 | -8 | 1.0 | -12 | 3 | 10 | -1.9 | -0.1
CCCc1cc(=O)[nH]c(SCC(=O)c2cc(C)n(CC(F)(F)F)c2C)n1
    -2 | -16 | 18 | 2.5 | -5 | 2 | -8 | -0.9 | 0.2
CCOc1cc(N2CCOCC2)c(OCC)cc1NC(=O)CCS(=O)(=O)c1ccc(Cl)cc1
    -10 | -19 | 13 | 2.1 | 2 | -3 | -14 | -6.5 | 0.4
Cc1occc1-c1nnc(SCC(=O)N2CCOCC2)n1CCc1ccccc1
    -1 | -6 | -5 | 1.1 | 3 | 6 | -7 | -0.1 | -0.5
CCCCc1nc(Cl)c(C#N)c2c1CCC2
    -4 | -17 | 19 | -0.1 | -19 | 2 | -20 | 5.2 | 0.6
Fc1ccccc1COc1ccccc1CNCc1ccncc1
    -11 | -11 | 32 | 1.4 | -4 | 2 | 1 | -2.3 | 0.5
O=Cc1cn(-c2ccccc2)nc1-c1ccc2c(c1)OCCO2
    -2 | 4 | -18 | -0.7 | 4 | 12 | 5 | -2.7 | 0.1
O=C(CN1C(=O)NC2(CCCCCC2)C1=O)c1ccc2c(c1)OCCO2
    -10 | -4 | 14 | 2.0 | -10 | -2 | 29 | 0.9 | 1.9
COCCn1c(-c2ccccc2)csc1=Nc1cccnc1
    3 | -3 | 44 | -0.1 | -4 | 2 | 0 | -0.9 | 0.2
O=C(NCc1ccco1)C(c1ccccc1)N(C(=O)Cc1cccs1)c1ccccc1 (centres undefined)
    -6 | -17 | 37 | -1.4 | 2 | 0 | 17 | -2.6 | 0.3
CC(C)(C)Nc1nc(Oc2ccc(=O)[nH]n2)nc(N2CCOCC2)n1
    -18 | -16 | 18 | 0.5 | 1 | -3 | -2 | 2.7 | -0.5
Cc1ccc(-c2nn(-c3ccccc3)cc2C(=O)N2CCOCC2)cc1
    -3 | -13 | 36 | 1.5 | -1 | 3 | -8 | 0.2 | 0.2
Cc1ccc(-c2csc(/C(C#N)=C(\O)CCl)n2)cc1
    -34 | -3 | -49 | -0.3 | -4 | 1 | 13 | -3.2 | 0.2
CN(C)c1ccnc2sc3c(SCc4ccc(Cl)cc4)ncnc3c12
    -14 | -25 | -14 | 1.3 | 4 | 3 | 8 | 0.8 | 0.7
COC(=O)Cn1cc(/C=C(/C#N)C(=O)N2CCOCC2)c2ccccc21
    2 | -5 | 0 | 2.2 | 2 | -1 | 9 | 0.3 | 1.1
CCOC(=O)C(NC(=O)NCc1ccc(OC)cc1)(OCC)C(F)(F)F (centres undefined)
    -32 | -20 | 30 | 1.0 | -2 | 0 | 3 | 1.7 | 0.9
CC1(C)CC(=O)c2sc(NC(=O)c3cccs3)nc2C1
    -5 | -5 | 13 | 2.0 | -45 | 0 | 77*[5 µM] | -4.8 | 0.6
CC1=C(C)CC(C(=O)NCc2ccccn2)C(C(=O)O)C1 (centres undefined)
    -13 | -5 | 7 | 0.4 | -11 | -3 | -6 | -0.8 | 0.6
Oc1ccc(-c2[nH]ncc2-c2cnn(-c3ccccc3)c2)c(O)c1
    -12 | 8 | 26 | 1.1 | 0 | -6 | 20 | -3.0 | 0.0
O=C(NN1C(=O)C2C3C=CC(C4CC34)C2C1=O)c1ccc(Cl)cc1 (centres undefined)
    -11 | -3 | -3 | 0.6 | -35 | 3 | 14 | -0.8 | 0.2
Cc1ccc2cccc(OCCOCCOc3ccccc3Br)c2n1
    5 | 4 | -2 | -1.7 | -7 | -4 | 14 | 3.0 | -0.7
Cn1c(Cn2cnc3ccccc32)nnc1SCC(=O)CC(=O)Nc1ccccc1
    6 | -17 | -12 | 0.0 | -11 | 2 | 22 | -1.2 | 0.2
Cc1ccc(-c2nn(C)c(=O)c3ccccc23)cc1CN1CCOCC1
    1 | -24 | 5 | -0.2 | -4 | 1 | 17 | -0.4 | 0.0
O=C(CSc1nncn1-c1ccccn1)Nc1cccc(Cl)c1
    -4 | -15 | -24 | -0.4 | 0 | 1 | 18 | 2.5 | 0.5
CCN1CCN(Cc2c(O)ccc3c(=O)c(-c4ccc(OC)c(OC)c4)c(C(F)(F)F)oc23)CC1
    -3 | -5 | -22 | 1.7 | -12 | -3 | 10 | 0.1 | 0.7
Cn1c(=O)n(C)c2cc([N+](=O)[O-])c(N3CCN(S(C)(=O)=O)CC3)cc21
    -4 | -10 | 3 | 1.4 | -15 | -2 | 13 | 1.9 | 0.9
CSc1nnc2c(n1)OC(c1ccccn1)N(C(C)=O)c1ccccc1-2 (centres undefined)
    -6 | -6 | -11 | 0.2 | -3 | -8 | -8 | -1.0 | 1.1
CCCOC(=O)Oc1ccc2c(=O)c(Oc3cc(C)cc(C)c3)coc2c1
    -4 | -3 | 9 | -3.0 | -13 | -4 | 0 | 2.5 | -1.1
O=C(O)c1ccc(N2CCCCCC2)c(N2C(=O)c3ccccc3C2=O)c1
    -4 | -7 | 56 | -0.2 | -2 | 1 | 16 | -2.6 | 0.9
CCOC(=O)CCCNC(=O)COC(=O)c1ccc(O)cc1
    0 | -9 | -23 | -0.2 | -28 | -6 | 11 | 1.2 | 1.3
CCOc1ccc(N2CC(C(=O)Nc3cccc(S(=O)(=O)N4CCCCC4)c3)CC2=O)cc1 (centres undefined)
    -8 | -4 | 30 | -1.6 | -8 | 2 | 20 | -1.6 | 0.2
CCc1nnc(NC(=O)CSc2nnc(CNc3ccc(Cl)cc3)o2)s1
    -11 | -7 | -4 | 0.7 | -21 | 1 | 16 | 0.1 | -0.1
CN(C)c1nnnn1-c1cccc(Oc2ncc(C(F)(F)F)cc2Cl)c1
    -1 | 3 | 10 | -0.1 | -12 | 4 | 12 | -0.7 | 0.3
COc1cccc(-c2noc(N)c2C#N)c1
    -13 | -15 | 5 | 0.3 | -5 | 0 | -8 | 1.4 | 0.5
COc1ccc(OCc2nnc3n2N=C(c2ccc(OC)cc2)CS3)cc1
    5 | -16 | 4 | 0.2 | -7 | -1 | 4 | -3.5 | -0.2
CCn1c(-c2nn(C)cc2Cl)n[nH]c1=S
    -3 | -1 | 1 | 1.2 | -2 | 1 | 26 | -0.5 | 0.3
O=C(Nc1ccc(N2CCCCC2)c(Cl)c1)c1ccc2c(c1)OCCO2
    -15 | -9 | 9 | 0.7 | -12 | 0 | 11 | -4.0 | 0.5

Profiles, quoted from the list:
O=C(Nc1ccc(N2CCCCC2)c(Cl)c1)c1ccc2c(c1)OCCO2 across the screens: p47phox inh: -15; EBV gp42 inh: -9; CHOP inh: 9; zfTRPN1 agonist: 0.7; MDM2 E3 inh: -12; Runt-SMMHC FRET: 0; PPC-1+TRAIL kill: 11; TNF death inh: -4.0; TRPML3 agonist: 0.5
O=C(O)c1ccc(N2CCCCCC2)c(N2C(=O)c3ccccc3C2=O)c1 across the screens: p47phox inh: -4; EBV gp42 inh: -7; CHOP inh: 56; zfTRPN1 agonist: -0.2; MDM2 E3 inh: -2; Runt-SMMHC FRET: 1; PPC-1+TRAIL kill: 16; TNF death inh: -2.6; TRPML3 agonist: 0.9

Compounds as they come. Share with any hit: about 5.9%.
